Compound activity deposited in PubChem BioAssay by several laboratories.
NadD inh = inhibitors of S. aureus NadD, primary screen, biochemical, colorimetric, uHTS | Nicotinate-nucleotide adenylyltransferase NadD (Staphylococcus aureus N315) | purified NadD enzyme, colorimetric absorbance read-out | inhibition, % at 20 µM | actives 0.78% (n = 360,000) | AID 602399, 2012; in the data active = inhibition above about 26%; note: some compounds past the cut are filed as inactive
FAS TE block = FAS thioesterase domain inhibitors, primary screen, biochemical, fluorescence intensity, uHTS | Fatty acid synthase (Homo sapiens), P49327 | recombinant FAS-TE, OMFH fluorogenic substrate, fluorescence endpoint | inhibition, % at 15 µM | actives 0.67% (n = 360,000) | AID 602261, 2012;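 active = compounds whose normalised, plate-corrected inhibition of enzyme fluorescence in the single-dose primary screen is 50% or more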;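 note: 0% = DMSO with enzyme and 100% = substrate without enzyme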
MLLE-PAM2 inh = inhibitors of PABP1 MLLE–PAM2 peptide binding, primary screen, biochemical, fluorescence polarization, FITC-PAM2, GST-MLLE. Polyadenylate-binding protein 1 (Homo sapiens), P11940. inhibition, % at 20 µM. actives 0.36% (n = 360,000); in the data active = inhibition above about 35%, passing the limit was not always enough;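 note: plate controls were DMSO wells with GST-MLLE for no effect and wells lacking GST-MLLE protein for full effect; some results filed as inactive read as strong as hits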
Rin1-Abl PPI inh = inhibitors of Rin1-Abl protein binding, primary screen, biochemical, TR-FRET. Tyrosine-protein kinase ABL1 (Homo sapiens) + Ras and Rab interactor 1 (Homo sapiens), …. inhibition, % at 7.35 µM. actives 0.4% (n = 360,000). AID 588664, 2011; in the data active = inhibition above about 5%, passing the limit was not always enough
SKN-1 inh = suppressors of acrylamide-induced Pgst-4::GFP reporter in worms, primary screen, SKN-1 inhibitor project, whole organism, uHTS, GFP/RFP fluorescence ratio, strain VP596. C. elegans VP596 Pgst-4::GFP/RFP ratio, 24 h. inhibition, % at 21.8 µM. actives 0.49% (n = 360,000). AID 624304, 2012;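 active = interference check ratio from 0.5 to 1.5 plus GFP to RFP signal ratio inhibition reaching or exceeding a fixed threshold, cut at about 30% in these data, passing the limit was not always enough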; note: some compounds called inactive have numbers as strong as hits
Rpn11 block = Rpn11 (PSMD14) deubiquitinase inhibitors, primary screen, biochemical, fluorescence polarization, uHTS; calls only at 20 µM; AID 588493, 2011; 26S proteasome non-ATPase regulatory subunit 14 (Homo sapiens), O00487; actives 0.59% (n = 360,000); human 26S proteasome, Ub4-pepOG fluorescence polarization; 20S core pre-blocked with epoxomicin;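 active = inhibition at 20 µM, scaled to each plate's controls, above about 33%, limit read from the data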
MT1-MMP act inh = blockers of MT1-MMP proenzyme processing, primary screen, HT1080 RFP-PRO-GFP cells, GFP/RFP fluorescence; GFP/RFP ratio fluorescence, overnight; percent of plate control window, DMSO zero; GFP/RFP ratio change, % at 20 µM; actives 0.061% (n = 360,000); AID 651647, 2012;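 active = GFP/RFP ratio change of at least 30% with cell ATP level not reduced by more than half and red fluorescence within 50% of control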; note: strong numbers were not always called active
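Material – HT1080 RFP-PRO-GFP cells · Control set – DMSO wells and RFP-L50D-GFP cells · Incubation – overnight cell settling, then overnight compound exposure, 37 °C, 5% CO2 · Compound dosing – single-point 20 µM compound, 1% DMSO · Read-out – GFP/RFP fluorescence ratio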
Neddylation inh = inhibitors of cullin neddylation, primary screen, biochemical, TR-FRET, uHTS, NAE and Ubc12 | NEDD8-conjugating enzyme Ubc12 (Homo sapiens) + NEDD8-activating enzyme E1 regulatory … | calls only at 25 µM | actives 0.58% (n = 360,000); in the data active = inhibition above about 36%
CSN deneddyl inh = inhibitors of CSN-mediated cullin deneddylation, primary screen, biochemical, fluorescence polarization, uHTS | inhibition, % at 12.5 µM | Purified CSN, SCF-Nedd8-OG deneddylation | actives 0.38% (n = 360,000);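 active = pattern-corrected inhibition above about 35%, with an unprinted fluorescence ratio check between 0.5 and 1.5, limit read from the data, passing the limit was not always enough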;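 note: 0% = enzyme with substrate and 100% = substrate without enzyme; some results filed as inactive read as strong as hits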
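Material: human Csn5 produced in HEK293T cells; Input: enzyme 0.24 nM; Reagent: SCFSkp2-Nedd8OG substrate at 10 nM final; Dosing: 12.5 µM compound; Incubation: 90 min reaction at room temperature; Detection: fluorescence polarization of the substrate; Evaluation: % inhibition of substrate cleavage by Csn5; Control set: substrate-only high control, full reaction low control.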
Starred values were filed as active, the others as inactive; i = inactive; . = not tested or not shown; + = active, no number.

SMILES	NadD inh	FAS TE block	MLLE-PAM2 inh	Rin1-Abl PPI inh	SKN-1 inh	Rpn11 block	MT1-MMP act inh	Neddylation inh	CSN deneddyl inh
COc1ccc(N2CCN(C(=O)CS(=O)Cc3nc(-c4ccc(OC)c(OC)c4)oc3C)CC2)cc1 (stereo not given)	-3.3	-5.8	6.7	2.8	15.5	i	0.0	i	6.6
Cc1cc(Cl)ccc1OCCCC(=O)NC1CCN(C)CC1	-10.6	-3.6	-5.8	-0.9	-12.7	i	-1.1	i	0.5
CCc1nc2ccc(C(=O)NCCCn3ccnc3)cn2c1N(C)C(=O)COc1ccccc1	1.9	-3.5	-7.0	-3.3	-0.6	i	-2.6	i	4.8
CCN(C(=O)c1ccc(Cl)c(S(=O)(=O)Nc2c(C)n(C)n(-c3ccccc3)c2=O)c1)c1ccccc1	-3.9	-6.5	-8.7	2.4	9.8	i	-1.6	i	-0.8
Cc1ccc(S(=O)(=O)c2nc(-c3ccco3)oc2NCC2CCCO2)cc1 (stereo not given)	-0.9	-10.4	32.0	-1.1	2.8	i	-1.9	i	-5.7
CCCCOc1ccc(CSCCNC(=S)Nc2ccccc2)cc1	-3.7	16.7	-40.4	-1.2	0.1	i	-0.3	i	-11.7
COc1ccc(/C=N/NC(=O)c2c(-c3ccccc3)noc2C)cc1[N+](=O)[O-]	7.2	12.7	5.2	-3.7	14.6	i	-4.5	i	-1.9
CN(CCc1ccccn1)C(=O)c1ccc(OC(F)(F)F)cc1	-0.9	-1.7	3.8	3.3	1.2	i	-7.7	i	0.5
CCCCNc1ccc(C(=O)O)cc1	-6.0	-5.6	-4.8	-1.7	-12.6	i	2.2	i	-3.9
CCOc1nc2cnccc2n(CC(=O)Nc2ccc(C)c(C)c2)c1=O	5.0	-3.2	-5.2	3.0	2.6	i	1.6	i	1.9
CCc1nc2ccc(C(=O)NCCCN3CCCC3=O)cn2c1N(CC)C(C)=O	-3.5	-10.6	-11.7	-0.1	2.8	i	-2.8	i	3.3
CCOC(=O)CC(NCc1ccc(OC)c(OCC)c1)c1ccc(C)cc1 (stereo not given)	-10.8	1.8	-5.9	-7.1	20.1	i	5.4	i	2.6

Entries of single compounds from above. Order of values: NadD inh	FAS TE block	MLLE-PAM2 inh	Rin1-Abl PPI inh	SKN-1 inh	Rpn11 block	MT1-MMP act inh	Neddylation inh	CSN deneddyl inh
COc1ccc(/C=N/NC(=O)c2c(-c3ccccc3)noc2C)cc1[N+](=O)[O-] across the screens: 7.2	12.7	5.2	-3.7	14.6	i	-4.5	i	-1.9
CCCCOc1ccc(CSCCNC(=S)Nc2ccccc2)cc1 across the screens: -3.7	16.7	-40.4	-1.2	0.1	i	-0.3	i	-11.7

(cont.)
SMILES	NadD inh	FAS TE block	MLLE-PAM2 inh	Rin1-Abl PPI inh	SKN-1 inh	Rpn11 block	MT1-MMP act inh	Neddylation inh	CSN deneddyl inh
CCC(=O)Nc1nnc(SCc2ccccc2F)s1	0.3	-5.9	1.1	-0.4	-9.6	i	6.1	i	2.7
O=C(O)CCc1ccc(-c2ccccc2)n1Cc1ccco1	0.4	-15.0	25.9	1.7	-19.1	i	-6.8	i	5.8
CCOC(=O)c1cccc(NC(=O)C2CCCN(S(=O)(=O)c3c(C)nn(C)c3C)C2)c1 (stereo not given)	6.6	4.5	-3.1	1.6	-6.8	i	-6.0	i	-3.9
O=C(CN1CCN(Cc2ccc(Cl)cc2)CC1)N/N=C/c1ccccc1F	-5.4	-1.2	9.2	-2.2	-1.3	i	2.9	i	1.9
Cc1ccc2cc(CN(Cc3ccco3)C(=O)c3ccccc3)c(=O)[nH]c2c1C	6.7	1.1	-7.8	-1.0	1.7	i	3.5	i	1.9
COc1ccc(N(Cc2cc3ccc(C)cc3[nH]c2=O)C(=O)c2ccco2)cc1	4.7	1.2	-0.2	-2.2	3.9	i	1.0	i	3.8
CCCOc1ccc(N2C(=O)CC(N(Cc3ccco3)C(C)=O)C2=O)cc1 (stereo not given)	3.4	-9.6	-14.4	-1.3	8.3	i	-1.0	i	5.7
CC1CCN(c2ccc3c(c2)S(=O)(=O)c2cc(C(=O)O)ccc2C3=O)CC1	0.8	-7.8	-72.5	-6.1	16.5	+	-32.4	i	13.1
O=C(COC(=O)CN1C(=O)NC2(CCCC2)C1=O)NCc1ccc(Cl)cc1Cl	-0.7	-7.9	1.9	-1.7	7.1	i	1.9	i	-1.1
C=CCOC(=O)C1=C(C)NC(SCC(=O)OCC)=C(C#N)C1c1ccc(C)cc1 (stereo not given)	16.5	21.2	1.4	-3.8	-3.5	i	16.8	i	0.5
NC(=O)c1cc2cc(Cc3ccccc3Cl)ccc2oc1=O	-1.5	9.4	-11.0	1.4	0.3	i	10.5	i	-5.6
Cc1ccc(-n2ncc3c2CC(C)(C)CC3NC(=O)CCCN2CCCCC2=O)cc1 (stereo not given)	-3.5	-9.6	10.8	-1.2	-3.0	i	-0.5	i	4.4
N#Cc1cccc(S(=O)(=O)NCCOc2ccccc2F)c1	-7.6	-2.9	-1.3	0.8	-1.9	i	1.5	i	-8.0
Cc1cc(=O)[nH]c(-c2cccnc2)n1	-5.5	-2.7	-4.9	5.0	-0.9	i	5.2	i	-2.2
Cc1cccc(NC(=O)CSc2nnc(-c3ccco3)c(-c3ccco3)n2)c1C	16.8	3.0	33.1	-0.1	8.0	i	-13.2	i	46.0
COc1ccc(CNC(=O)c2ccc(Cn3nc(C)cc3C)o2)cc1	-0.8	1.2	5.6	-3.0	-6.0	i	-1.2	i	0.9
CCCc1nnc2c(N(C)S(=O)(=O)c3ccccc3)nc3ccccc3n12	3.4	-11.6	19.4	2.3	-6.1	i	-2.9	i	-8.5
CCOc1cc(NC(=S)NCC2CCCO2)c(OCC)cc1NC(=O)C1CC1 (stereo not given)	-8.5	-4.4	18.3	-3.4	1.4	i	-2.7	i	-4.4
COC(=O)c1ccc(OC(=O)c2ccncc2)cc1O	-6.5	2.0	14.7	1.7	-23.4	i	1.2	i	2.4
Nc1c(C(=O)Nc2ccccc2)sc2nc3c(c(-c4ccco4)c12)CCCC3	15.7	20.8	-12.2	0.3	10.5	i	-3.7	i	6.4
Nc1nc(=O)n(C2OC(CO)C(O)C2O)cc1F (stereo not given)	0.6	-3.0	-1.6	-1.8	-4.4	i	-6.8	i	-0.2
O=C(COC(=O)C(O)C(O)C(=O)OCC(=O)c1ccc(C(F)(F)F)cc1)c1ccc(C(F)(F)F)cc1 (stereo not given)	7.3	-4.6	-12.1	-2.6	-1.6	i	0.0	i	-2.5
Cc1ccc(NC(=O)COC(=O)c2ccc(Cl)nc2)cc1S(=O)(=O)N1CCCCC1	-7.4	8.2	-13.9	2.7	-22.9	i	.	i	6.3
Cc1c(Br)cc(C(=O)NCc2ccco2)c(C)c1C	4.7	4.7	3.3	-2.5	26.3	i	-6.6	i	6.9
Cc1nn(-c2ccc(N3CCCCC3)nn2)c(C)c1CCC(=O)Nc1ccc(F)c(F)c1	13.7	13.3	5.0	2.1	-2.2	i	-2.3	i	1.5
CC(C)C(C(=O)OCC(=O)c1ccccc1)N1C(=O)C2C3C=CC(C3)C2C1=O (stereo not given)	0.5	-1.4	-14.4	0.5	0.0	i	0.4	i	-3.0
Cc1nnc(SCC(=O)c2c(N)n(C)c(=O)n(C)c2=O)[nH]c1=O	-2.0	-4.6	3.4	-2.3	-9.8	i	-3.0	i	-1.2
Cc1cccc(C(=O)OC(C)C(=O)Nc2ccc(S(=O)(=O)Nc3ncccn3)cc2)c1C (stereo not given)	6.7	-3.9	-18.9	2.8	-13.8	i	0.1	i	2.6
Cc1ccccc1C1CCCN(Cc2nc(CC3CC3)no2)C1 (stereo not given)	-4.1	11.1	8.4	0.9	7.5	i	-2.7	i	-6.0
c1ccc(CSc2ccc(-c3cccnc3)nn2)nc1	-1.4	-8.0	5.1	-3.2	7.9	i	-0.3	i	7.4
O=C(CC(=O)Nc1cccc(F)c1)Nc1cccc(F)c1	3.8	5.4	-10.4	0.3	7.3	i	-0.6	i	0.6
O=C(Nc1ccc2c(c1)OCCO2)c1ccc(Br)s1	-7.5	14.5	1.0	3.0	10.8	i	3.2	i	-3.2
CN(CC(=O)Nn1cnnc1)S(=O)(=O)c1ccccc1	3.9	-6.0	-7.9	-2.3	10.3	i	0.4	i	-1.2
COc1ccc(-c2cc(CCCC(=O)N3CCN(c4ccc(OC)cc4)CC3)no2)cc1	1.5	-10.9	-12.9	1.7	0.0	i	-2.3	i	0.8
CC(=O)Oc1ccc(C(=O)[C@H]2[C@H]3C(=O)N(c4ccc(C)cc4C)C(=O)[C@H]3[C@@H]3C=CC=NN32)cc1	29.3	0.7	-38.1	1.4	21.8	i	-15.8	i	7.2
Cc1c(C(c2ccccc2)c2c(C)n(C)n(-c3ccccc3)c2=O)c(=O)n(-c2ccccc2)n1C	9.6	-4.4	5.3	3.1	10.1	i	-2.6	i	0.5
Cc1onc(NC(=O)c2ccc(Cl)cc2Cl)c1Br	-11.2	0.9	-22.1	0.1	13.8	i	-3.7	i	1.8
CCOc1cc(NC(=O)c2ccco2)c(OCC)cc1NC(=O)COc1ccccc1C	-6.5	-3.4	-8.1	-2.9	3.2	i	-13.2	.	3.6
CCn1cc(CN2CCC(n3nccc3NC(=O)c3ccc(OC)cc3)CC2)cn1	-8.1	-8.9	-4.9	3.0	1.4	i	3.2	i	6.3
Cc1cc(C)nc(SCc2ccc([N+](=O)[O-])cc2)n1	6.2	13.1	6.8	1.0	0.0	i	-2.6	i	3.7
CCNC(=O)c1cc2c(c(-c3cccc(-c4ccccc4F)c3)n1)[C@@H](CCO)N(C(=O)CC1CC1)C2	-6.2	3.1	.	.	8.1	.	0.0	i	5.1
O=C1CSC(c2ccccc2O)N1Cc1ccccc1 (stereo not given)	-0.1	-4.1	2.5	2.1	3.1	i	3.4	i	-5.4
Nc1nc(Sc2ccc([N+](=O)[O-])cc2[N+](=O)[O-])n[nH]1	-1.9	-5.7	-1.2	0.8	-0.7	i	1.7	i	0.4
COCCn1c(=NC(=O)c2sc3ccccc3c2Cl)sc2cc(S(N)(=O)=O)ccc21	29.3*	2.1	-6.1	-19.9	17.2	i	-0.3	i	10.5
COc1ccc(CCNC(=O)C2(C)CCC(=O)N2CCC(C)C)cc1OC (stereo not given)	4.3	-3.4	-2.7	-2.3	10.2	i	0.6	i	3.7
CC(C)(C)n1nnnc1C(c1cc2ccccc2o1)N1CCOCC1 (stereo not given)	-2.1	-7.0	.	.	9.1	.	-2.7	i	-3.7

Outcome played no part in choosing rows; 3.9% or so of the library scored in one or more.
